Source: PubChem (several laboratories)
phage Ecoli inh = growth loss of phage-infected E. coli, primary screen, RecBCD inhibitor project, absorbance, with phage, HTS; inhibition, % at 11.9 µM; 360,000 tested, 0.26% active; AID 651602, 2012; in the data active = inhibition above about 11%
Tat transport = E. coli Tat export inhibitors, primary screen, MC4100, TorA-mCherry reporter, fluorescence, single point | inhibition, % at 10 µM | 340,000 tested, 0.036% active;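 active = mean replicate inhibition at least 50% and at least half of replicates individually reaching 50%; inconclusive = only one of the two criteria met; inactive = neither criterion met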;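 also: exported cargo escapes ClpAP degradation while cytoplasmic cargo is degraded and loses fluorescence; 0% = median of neutral control wells and 100% = median of NaSCN control wells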
PfHsp90 set2 = growth inhibition of PfHsp90-expressing yeast, primary screen, antimalarial PfHsp90 inhibitor project, S. cerevisiae, BacTiter-Glo luminescence, single point, set 2; BacTiter-Glo ATP, 48 h; yeast lacking PDR1 and PDR3 efflux regulators; inhibition, % at 9.4 µM; 310,000 tested, 0.32% active;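 active = every replicate shows inhibition above about 80%, whatever the replicate mean, limit read from the data; inconclusive = mean inhibition reaches the set limit but some replicate falls short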;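 also: 0% = DMSO neutral controls and 100% = 20 µM radicicol positive controls; yeast relying on Plasmodium falciparum Hsp90 in place of its own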
Wnt bcat act = Wnt/beta-catenin pathway activators, primary screen, cell-based, plate reader, single point; activation, % at 9.35 µM; Wnt/beta-catenin reporter cell assay, activator; 300,000 tested, 1.2% active; in the data active = activation above about 30%, passing the limit was not always enough; inconclusive = no clear call, values can overlap the other calls;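 also: 0% = neutral control wells and 100% = positive control wells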
AddAB inh = growth inhibition of E. coli expressing H. pylori AddAB, primary screen, AddAB inhibitor project, absorbance. inhibition, % at 11.9 µM. 330,000 tested, 0.29% active. AID 435030, 2010; in the data active = inhibition above about 12%;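 also: 0% = vehicle wells of infected cells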
Rtt109 HAT inh = inhibitors of C. albicans Rtt109/Vps75 HAT, primary screen, biochemical, ThioGlo CoA-SH fluorescence, plate reader; Histone acetyltransferase RTT109 (Candida albicans (strain SC5314 / ATCC MYA-2876)), …; purified Rtt109/Vps75, 4 h; inhibition, % at 34.9 µM; 330,000 tested, 0.16% active; AID 540336, 2011;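 active = inhibition of at least 50% in every replicate; inconclusive = best replicate reaches 50% inhibition but some replicates fall short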
Target sequence (Q5AAJ8 whole entry, looked up): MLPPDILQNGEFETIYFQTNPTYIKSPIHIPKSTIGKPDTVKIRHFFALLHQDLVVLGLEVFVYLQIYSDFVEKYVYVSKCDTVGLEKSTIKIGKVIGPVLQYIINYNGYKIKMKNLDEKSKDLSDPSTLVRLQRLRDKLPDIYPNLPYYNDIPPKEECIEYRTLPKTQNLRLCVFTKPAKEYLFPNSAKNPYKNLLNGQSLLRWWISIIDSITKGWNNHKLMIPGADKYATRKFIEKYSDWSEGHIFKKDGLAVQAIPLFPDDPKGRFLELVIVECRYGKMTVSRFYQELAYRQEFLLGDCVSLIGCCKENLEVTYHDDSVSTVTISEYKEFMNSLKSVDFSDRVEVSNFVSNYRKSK
E coli growth = E. coli V3065 growth inhibition, primary screen, counter-screen for AddAB inhibitor project, absorbance, OD600; inhibition, % at 11.9 µM; 18 h; 330,000 tested, 0.27% active;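 active = inhibition above the campaign's mean inhibition across all tested compounds plus 3 SD, cut at about 9.9% in these data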;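 also: uninfected addAB+ strain grown without phage in ampicillin broth; 0% = DMSO wells and 100% = ciprofloxacin 0.95 µg/ml wells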
PvdQ inh = P. aeruginosa PvdQ acylase inhibitors, primary screen, biochemical, fluorescence, plate reader and imaging, single point; purified PvdQ acylase; inhibition, % at 10 µM; 340,000 tested, 0.063% active; AID 488965, 2010; in the data active = inhibition above about 30%, passing the limit was not always enough; inconclusive = no clear call, values can overlap the other calls;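 also: 0% = vehicle neutral wells and 100% = reference inhibitor wells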
CAL PDZ FP = CAL PDZ peptide-binding inhibitors, primary screen, biochemical, fluorescence polarization, Cer-tagged CAL PDZ, HTS | inhibition, % at 20 µM | purified CAL PDZ, TMR-peptide fluorescence polarization, 1 h | AID 504414, 2011 | Golgi-associated PDZ and coiled-coil motif-containing protein (Homo sapiens), Q9HD26 | 330,000 tested, 0.02% active;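 active = highest replicate inhibition of at least 40%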;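 also: plate controls were DMSO neutral control wells for no effect and unlabeled competitor peptide control wells for full effect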
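Read-out basis: mP drop reported as inhibition | Assay system: Tagged CAL PDZ protein CerCALP, purified | Benchmarks: Unlabelled peptide for full inhibition, DMSO wells as neutral | Schedule: 1 h incubation at room temperature before polarization reading | Buffer or medium: Sodium phosphate/NaCl buffer pH 7.4 with TCEP, IgG, Thesit | Doses: Single point, 20 µM | Measured by: Fluorescence polarization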
DAGLB inhibitor = DAGLB lipase inhibitors, primary screen, biochemical, fluorescence, HTS | inhibition, % at 5.17 µM | HEK293T DAGLB membrane lysate, EnzChek fluorogenic substrate | AID 504411, 2011 | 340,000 tested, 0.059% active; in the data active = inhibition above about 34%;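 also: 0% = enzyme with vehicle and 100% = wells lacking enzyme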
Target sequence (Q8NCG7 whole entry, looked up): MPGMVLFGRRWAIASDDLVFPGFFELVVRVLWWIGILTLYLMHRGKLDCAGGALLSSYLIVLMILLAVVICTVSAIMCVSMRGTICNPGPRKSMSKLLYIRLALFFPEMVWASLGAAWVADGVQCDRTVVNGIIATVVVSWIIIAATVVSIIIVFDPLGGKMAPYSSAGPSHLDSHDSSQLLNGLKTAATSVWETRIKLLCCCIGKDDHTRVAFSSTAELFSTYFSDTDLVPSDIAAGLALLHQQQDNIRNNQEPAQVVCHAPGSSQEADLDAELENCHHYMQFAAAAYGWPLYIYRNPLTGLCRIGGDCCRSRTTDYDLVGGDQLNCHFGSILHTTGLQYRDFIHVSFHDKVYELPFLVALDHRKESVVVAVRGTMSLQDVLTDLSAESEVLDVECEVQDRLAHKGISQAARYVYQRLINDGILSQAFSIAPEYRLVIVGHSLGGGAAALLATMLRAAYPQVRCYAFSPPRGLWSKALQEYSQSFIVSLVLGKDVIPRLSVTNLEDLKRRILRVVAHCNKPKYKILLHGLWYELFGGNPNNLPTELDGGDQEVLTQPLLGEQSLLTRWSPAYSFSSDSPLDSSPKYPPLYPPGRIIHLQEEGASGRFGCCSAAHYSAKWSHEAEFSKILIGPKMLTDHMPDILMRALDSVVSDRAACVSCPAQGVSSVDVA
An asterisk follows results filed as active; ? = inconclusive; nt = not tested or not shown.

SMILES	phage Ecoli inh	Tat transport	PfHsp90 set2	Wnt bcat act	AddAB inh	Rtt109 HAT inh	E coli growth	PvdQ inh	CAL PDZ FP	DAGLB inhibitor
O=S(=O)(NCc1ccc(F)cc1)c1cccc(S(=O)(=O)N2CCOCC2)c1	3.1	2	-9	nt	0.7	6	1.4	2	0.3	-8
c1ccc(-c2nnnn2CCOCCn2nnnc2-c2ccccc2)cc1	1.6	6	11	-4	1.2	-9	-0.2	1	-1.5	-2
Cc1cc(C)c(O)c(-c2cc(C(=O)Nc3cccnc3)[nH]n2)c1	-0.1	3	-18	22	1.7	-4	0.1	-8	-3.2	0
O=C(CNC(=O)c1cccc(F)c1)N/N=C/c1cccnc1	3.3	1	24	-2	-1.1	21	-2.5	11	-1.9	1
NC1(C(=O)O)CSSC1	2.5	4	-10	-1	nt	0	nt	-3	0.2	4
COc1ccc(-n2nc(C(=O)NCC(=O)Nc3cccc(Cl)c3)c3ccccc3c2=O)cc1OC	1.4	-1	-3	-7	2.8	-3	-0.3	-11	-2.9	7
Cc1cc(C)n2nc(SCCC(=O)NCc3ccccc3)nc2n1	-1.4	-6	-12	-2	-0.9	1	1.2	-13	-0.9	2
CC1(C(=O)NCC2CCCO2)Oc2cccnc2NC1=O (stereo unspecified)	3.1	0	nt	-2	3.0	3	-0.8	8	0.6	0
O=C(COc1ccccc1O)Nc1ccccc1Cl	2.5	1	-13	nt	5.1	4	0.3	7	-1.7	2
CCCCCCCCNC(=O)c1cccnc1SCC(=O)Nc1ccc(OC)cc1OC	2.0	-1	-15	nt	-0.2	1	3.0	-4	-3.3	0
CN1CCN(C2=Cc3ccccc3Sc3cc(F)c(Cl)cc32)CC1	2.2	4	3	nt	-0.3	2	-4.4	-22	-0.7	1
CCOC(=O)c1cc2ccc(OC(=O)c3ccco3)cc2oc1=O	3.1	2	7	nt	-0.2	-11	-2.9	-44	-1.8	9
CCOc1nc(-c2ccncc2)nc2ccccc12	2.0	2	-40	0	0.0	2	0.8	-8	-1.6	0
CC1(C)CC(=O)C2=C(C1)NCN(Cc1ccccc1)C2	-4.8	3	6	0	2.2	0	1.4	11	-0.5	-5
CC(C)(O)C(O)COc1c2ccoc2cc2oc(=O)ccc12 (stereo unspecified)	1.2	4	-16	1	1.5	-9	-2.5	-14	0.1	-3
N/C(=N\OC(=O)c1ccccc1)C(Cc1ccccc1)C(=O)NOC(=O)c1ccccc1 (stereo unspecified)	3.6	-5	nt	2	nt	7	nt	2	-0.7	-4
CC1CCC(C#N)(N(C)C(=O)CSc2nnc(C3CC3)n2C2CC2)CC1 (stereo unspecified)	1.0	-9	30	1	0.9	-10	1.2	-2	-1.0	-1
CCCCn1cc(C(=O)c2cc(Br)ccc2O)cc(C#N)c1=O	2.9	1	21	-5	4.1	2	0.1	9	0.3	3
Cc1ccc2c(c1)c1c(n2CC(O)Cn2nc(C)c(Br)c2C)C(=O)CCC1 (stereo unspecified)	-0.4	5	-3	nt	2.1	-1	3.5	9	-0.3	5
O=[N+]([O-])c1ccc2c(c1)CNc1ccccc1O2	3.8	1	13	0	3.3	17	0.0	5	0.6	0
NS(=O)(=O)c1ccc(CCN=C(NS(=O)(=O)c2cccs2)c2ccccc2)cc1	1.4	-3	-4	-1	1.0	0	-1.4	-7	-0.2	-1
O=S(=O)(NCc1ccc2c(c1)OCO2)c1cccc2nsnc12	2.8	10	-6	5	1.1	-5	2.0	-15	-0.5	0
Clc1cc(Cl)cc(Nc2ncnc(-n3cccc3)n2)c1	2.1	5	10	1	2.1	7	1.5	-16	-0.8	nt
O=C(c1cc(-c2ccc(Cl)c(Cl)c2)on1)N1CCCCCC1	3.2	-8	2	22	0.3	2	-0.6	-4	-3.2	2
CCOC(=O)c1cc(-c2nnc(-c3ccc(Oc4ccccc4)cc3)o2)c(C)nc1C	2.3	8	-21	1	4.6	-5	1.5	-6	-1.0	0

Later entries:
SMILES	phage Ecoli inh	Tat transport	PfHsp90 set2	Wnt bcat act	AddAB inh	Rtt109 HAT inh	E coli growth	PvdQ inh	CAL PDZ FP	DAGLB inhibitor
COc1ccc(/C(O)=C2/C(=O)C(=O)N(CCCC(=O)O)C2c2ccc(OC)c(OC)c2)cc1 (stereo unspecified)	3.3	2	-3	-4	-0.6	0	-0.7	-11	nt	-3
Cc1cc(C)nc(N(C#N)S(=O)(=O)c2ccccc2)n1	3.7	0	-12	-1	3.5	-15	0.5	-6	-0.9	-2
Cc1ccc(Nc2nc(N)nc(CSc3nnc(-c4ccncc4)o3)n2)cc1	1.6	-5	-14	-2	0.5	1	-2.0	-10	-4.6	-5
Cc1cc(C)nc(-n2ncc3c2CC(c2ccccc2C)CC3=O)n1 (stereo unspecified)	2.6	6	nt	-4	3.3	-1	-3.1	6	-3.2	0
OCCOCCN1CCN(C(=S)Nc2ccccc2)CC1	2.9	-6	-1	4	3.1	-5	3.5	7	0.7	0
CN(CC(=O)Nc1nc2ccccc2s1)S(=O)(=O)c1ccc(Cl)cc1	3.1	-1	33	nt	-0.2	-15	-0.7	-10	-2.1	-2
CCn1c(CNC(=O)COc2ccc(C(C)C)cc2)nnc1SCC(=O)Nc1cc(F)ccc1C	0.5	-7	3	nt	1.8	44	-3.2	6	-0.6	0
Cc1ccc(OCC(=O)Oc2ccc(C)c(C)c2)cc1	2.3	-1	-1	13	1.5	5	-1.9	-9	nt	-24
CCN=C(NCC)SC1CC(=O)N(c2ccc(OC)cc2)C1=O (stereo unspecified)	1.0	-2	9	-3	4.4	-3	-2.3	7	1.0	-3
CCCCN1C(=O)/C(=C/C=C2/CC(C)(C)CN2C)SC1=S	-0.1	3	20	14	1.4	2	2.0	-3	-2.1	-57
COc1cc(C#N)ccc1OC(=O)c1cccc(S(=O)(=O)N2CCN(C)CC2)c1	-2.7	-10	nt	-4	0.0	5	0.8	7	-3.1	-2
O=C(Cn1ncc2ccccc21)N1CCN(c2cccc(C(F)(F)F)c2)CC1	1.7	-2	1	nt	-0.6	-4	-2.7	5	0.3	1
CCC(=O)c1ccc(OCC(O)CN2CCN(c3cccc(C(F)(F)F)c3)CC2)cc1 (stereo unspecified)	0.0	8	-11	nt	0.4	7	1.3	7	-1.9	-4
COC(=O)Cc1ccc(NC(=S)NNC(=O)c2ccccc2Br)cc1	4.3	4	-13	nt	3.5	2	0.4	18	-0.1	1
O=C(COC(=O)C1CCC1)Nc1ccccc1Sc1ccccc1	4.2	-2	-21	-5	-0.8	1	0.1	-2	-0.3	-3
CC(C)C(=O)Nc1nc(-c2ccc([N+](=O)[O-])cc2)cs1	3.9	2	-12	-1	2.1	-1	3.0	0	-1.1	-2
CCc1cccc(NC(=O)CCCn2nc(C)c3c(C)n(-c4ccccc4)nc3c2=O)c1	0.0	-1	0	-1	2.1	-4	0.3	-6	-1.3	0
On1onc2c3cc(-c4ccccc4)nc3ccc21	13*	-12	-10	39*	11	5	11*	1	-2.1	0
CC(C)(O)C#Cc1ccc(C(=O)NCc2cccs2)s1	2.1	-4	-17	8	1.1	-2	1.4	-14	0.5	-3
O=C(Nc1cccc(-c2nc3ccccc3s2)c1)c1ccc2c(c1)OCO2	-0.1	1	-8	1	0.1	0	0.9	-8	0.3	-9
CCC1(CC)NC(=O)NC1=O	2.8	0	-3	nt	0.8	-5	1.8	-15	0.8	-1
CCc1ccc(OCC(=O)N2CCN(c3ccccc3F)CC2)cc1	2.7	2	-4	-3	1.9	14	3.0	2	-0.6	-11
OCC1(Cc2ccc(Cl)cc2)CCN(Cc2ccccc2F)CC1	-0.6	?	nt	-3	3.8	3	0.8	11	-1.6	0
COc1ccc(C(C(=O)NC(C)(C)C)N(CCc2ccccc2)C(=O)CCC(=O)Nc2cc(C)on2)cc1 (stereo unspecified)	0.6	-10	0	0	-2.0	nt	-1.3	0	-4.5	-4
Cn1nnnc1SCC(=O)N1CCc2ccccc21	2.9	-1	6	3	0.7	-1	-0.1	-13	-0.5	-1

Just E coli growth and CAL PDZ FP (2 entries from above):
Molecule,E coli growth,CAL PDZ FP
CCCCN1C(=O)/C(=C/C=C2/CC(C)(C)CN2C)SC1=S,2.0,-2.1
COc1ccc(C(C(=O)NC(C)(C)C)N(CCc2ccccc2)C(=O)CCC(=O)Nc2cc(C)on2)cc1 (stereo unspecified),-1.3,-4.5

The list goes on.
SMILES	phage Ecoli inh	Tat transport	PfHsp90 set2	Wnt bcat act	AddAB inh	Rtt109 HAT inh	E coli growth	PvdQ inh	CAL PDZ FP	DAGLB inhibitor
CC(=O)N/C(=C/c1ccccc1)c1ccccc1	1.9	1	-9	-3	1.8	-9	1.2	-8	-2.9	-1
Cc1nc2cc(NC(=O)Nc3cccc([N+](=O)[O-])c3)ccc2n1C	2.7	-13	-6	-1	0.7	9	0.1	-4	-1.0	-1
O=c1[nH]c(Cc2ccccc2)nc2ccccc12	3.3	-5	-47	0	1.7	4	2.1	-12	-1.6	-3
O=C(NCc1cc(C(F)(F)F)cc(C(F)(F)F)c1)C1CC(c2ccccc2[N+](=O)[O-])=NO1 (stereo unspecified)	4.2	0	-31	-6	4.2	8	-0.2	-8	-0.5	-6
CCCCN=C(Nc1ccc(Cl)cc1)c1cccnc1	3.1	-2	nt	7	2.3	4	1.6	-11	-2.8	-1
Cc1ccc(Cl)c(N/C=C/C(=O)c2ccccc2)c1	3.2	1	-3	11	0.4	3	2.6	-15	1.4	-8
Cc1c(NC(=O)CSc2nnnn2-c2ccc(O)cc2)c(=O)n(-c2ccccc2)n1C	2.0	3	-8	0	-1.8	-3	-3.9	-5	-0.6	-3
O=C(Nc1cccnc1)C1CCN(S(=O)(=O)c2ccc(Cl)cc2)CC1	2.8	8	-22	1	0.3	3	0.0	-10	-2.0	-1
O=C(NC1c2ccccc2Oc2ccccc21)c1ccc([N+](=O)[O-])cc1	2.4	12	8	-2	nt	16	nt	10	-1.2	-1
CC1CCCN(C(=O)CCS(=O)(=O)Cc2ccccc2)C1 (stereo unspecified)	2.6	-4	-4	nt	-0.5	-11	-0.7	8	-1.8	1
COC(=O)Nc1csc2c1NC(=O)CCCC2	1.2	0	6	13	1.0	-12	0.8	7	-4.2	-2
Cc1ccc(S(=O)(=O)Nc2ccccc2F)cc1C(=O)NCc1ccco1	2.5	-3	13	2	0.4	5	-0.3	-5	-1.0	-2
CN(C)c1ccc(N2C(=O)CC(c3ccccc3)CC2=O)cc1	2.6	7	4	9	0.3	-11	1.7	-12	-0.2	-1
O=C(NCCN1CCOCC1)c1ccccc1Cl	2.0	11	-3	1	nt	-3	nt	-19	-1.0	-1
O=S(=O)(NCc1ccccc1Br)c1cccs1	0.4	-4	-4	nt	0.7	13	1.6	11	-0.1	0
COc1cccc(CNCCSc2nnnn2C)c1OC	4.8	-3	-4	0	1.2	-5	0.2	-18	-7.4	-3
